# Assay outcomes: PubChem BioAssay, NCI
# Growth percent in the NCI-60 one-dose screen (48 h, 10 µM unless noted): 100 = growth as untreated, 0 = no growth, -100 = all killed.
# NCI-H522: NCI-H522 lung cancer; 78,000 tested, 8% active
# NCI-H460: NCI-H460 lung cancer | 82,000 tested, 6.8% active | AID 1794736
# NCI-H322M: NCI-H322M lung cancer | 80,000 tested, 2.7% active
# UO-31: UO-31 renal cancer; 81,000 tested, 5.2% active; AID 1794768
# RXF 393: RXF 393 renal cancer cells; 77,000 tested, 6.9% active; AID 1794773
# CAKI-1: CAKI-1 renal cancer | 75,000 tested, 4.7% active | AID 1794772
# ACHN: ACHN renal cancer; 81,000 tested, 4.9% active; AID 1794771
# TK-10: TK-10 renal cancer cells | 81,000 tested, 3.9% active | AID 1794769
# 786-0: 786-0 renal cancer cells; 81,000 tested, 5.1% active; AID 1794775
# The depositor's hits bear a star; nt = not tested or not shown; & = joins results of further samples; [ ] = another dose, or the depositor's remark. The calls were made as follows: active = growth percent below 10; inactive = the rest. Rows are unselected; about 11% have a hit in one of these screens.
compound	TK-10	ACHN	CAKI-1	RXF 393	NCI-H322M	NCI-H522	786-0	UO-31	NCI-H460
Clc1ccc(-c2nc3ccccc3s2)cc1	112&148	103&95	82&79	97&101	90&93	85&93	95&107	56&67	97&101
O=C(NNC(=O)c1nc2cc(F)ccc2n2cccc12)c1cnccn1	63	26	28	66	45	56	52	33	15
O=c1oc2cc(OS(=O)(=O)c3ccc(C(F)(F)F)cc3)ccc2c2c1CCCCC2	85	77	63	96	86	61	89	71	84
CNc1ccc(C(C2=C(O)COC2=O)c2cc(OC)c(OC)c(OC)c2)cc1 (stereo not drawn)	107	115	113	117	115	97	106	100	108
Cc1c2oc3c(C)ccc(C(=O)OC(C)C4NC(=O)C(C(C)C)N(C)C(=O)CN(C)C(=O)C5CCCN5C(=O)C(C(C)C)NC4=O)c3nc-2c(C(=O)OC(C)C2NC(=O)C(C(C)C)N(C)C(=O)CN(C)C(=O)C3CCCN3C(=O)C(C(C)C)NC2=O)c(N)c1=O (stereo not drawn)	-7.8*	1.3*	3.2*	-78*	1.8*	-60*	-12*	-8.5*	5.5*
C#Cc1cccc(NC(=O)c2ccc(NC(=O)C=C)cc2)c1	70[8.25 µM]	64[8.25 µM]	63[8.25 µM]	59[8.25 µM]	84[8.25 µM]	45[8.25 µM]	57[8.25 µM]	-67*[8.25 µM]	94[8.25 µM]
CCOc1ccc(-c2nonc2-[n+]2noc(=O)[nH]2)cc1	101	108	90	106	101	94	99	89	104
NC(=S)N1N=C(c2ccc(Cl)cc2)CC1c1ccc2c(c1)OCO2 (stereo not drawn)	106	98	91	115	102	nt	95	58	106
O=C(Nc1nc2c(F)cc(F)cc2s1)C(Cl)(Cl)Cl	nt	98	91	110	101	98	93	85	109
O=CN/N=C/c1cc(Cl)cc(Cl)c1O	93	90	82	84	73	nt	94	65	79
O=c1/c(=C\c2ccc(-c3ccccc3)o2)sc2nc(-c3ccccc3)nn12	95	102	96	115	105	98	99	89	106
C#CCn1c(CO)ccc1CNc1ccc(OC)cc1	100	96	82	100	96	95	99	75	112
COc1cc2ncnc(NN3CCN(CCO)CC3)c2cc1OC	101	106	93	101	104	93	102	75	112
COCCn1cc(-c2nc(-c3cccnc3)cs2)c2cc(F)ccc21	80	101	103	100	nt	71	91	107	93
COc1ccccc1-[n+]1cc(-c2ccc(-c3ccccc3)cc2)n2c1CCCCC2	7.7*	32	73	15	20	-12*	18	75	7.3*
Cc1ccc(-c2ccc(SCC(=O)Nc3ccc(S(N)(=O)=O)cc3)nn2)cc1	102	99	98	nt	101	95	98	86	120
Fc1cccc(-c2ccc3c(c2)C2(CCNCC2)CN3)c1	114	100	96	121	101	90	99	88	106
CC(=O)CC[C@H]1C(=O)N[C@@H](C(C)C)C(=O)N[C@@H](Cc2cc(O)cc(F)c2)C(=O)N2CCC[C@H](N2)C(=O)O[C@H](/C(C)=C/C=C/C(=O)OC(C)(C)C)C/C=C/C=C/[C@H](O)[C@H](C)[C@H]1O	63	63	57	-5.3*	69	44	36	56	13
COc1ccc(OC)c(C(=O)C(=O)c2cc(OC)ccc2OC)c1	120	105	74	119	110	95	104	90	111
COc1ccc2nc(-c3c(-c4ccc(F)cc4)nc4ncccn34)[nH]c2c1	109	90	101	85	95	77	98	91	103
O=C(Nc1cccc(Cn2c(=O)[nH]c3ccc(Oc4ncccn4)cc3c2=O)c1)Nc1c(Cl)cccc1Cl	113	98	93	102	87	98	109	75	106
O=C(c1ccc(O)cc1)[C@@H]1[C@@H]2CCCN2[C@]2(C(=O)N(C(=O)c3cccc(Br)c3)c3ccccc32)[C@H]1c1ccc(F)cc1	114	93	83	109	98	95	101	70	104
CC(=O)CC(=O)OC/C=C(/C)CCC=C(C)C	108	102	nt	98	118	nt	104	102	109
CCN(CC)CCOC(=O)c1cc(OC)c(OC)c(OC)c1	97	102	95	115	109	91	98	90	106
COc1c2ccoc2cc2oc(=O)ccc12	96	98	88	98	109	99	97	87	108

# 18 structures already listed, arranged by length of the SMILES, ascending.
compound	TK-10	ACHN	CAKI-1	RXF 393	NCI-H322M	NCI-H522	786-0	UO-31	NCI-H460
COc1c2ccoc2cc2oc(=O)ccc12	96	98	88	98	109	99	97	87	108
Clc1ccc(-c2nc3ccccc3s2)cc1	112&148	103&95	82&79	97&101	90&93	85&93	95&107	56&67	97&101
C#CCn1c(CO)ccc1CNc1ccc(OC)cc1	100	96	82	100	96	95	99	75	112
CC(=O)CC(=O)OC/C=C(/C)CCC=C(C)C	108	102	nt	98	118	nt	104	102	109
CCN(CC)CCOC(=O)c1cc(OC)c(OC)c(OC)c1	97	102	95	115	109	91	98	90	106
O=C(Nc1nc2c(F)cc(F)cc2s1)C(Cl)(Cl)Cl	nt	98	91	110	101	98	93	85	109
C#Cc1cccc(NC(=O)c2ccc(NC(=O)C=C)cc2)c1	70[8.25 µM]	64[8.25 µM]	63[8.25 µM]	59[8.25 µM]	84[8.25 µM]	45[8.25 µM]	57[8.25 µM]	-67*[8.25 µM]	94[8.25 µM]
CCOc1ccc(-c2nonc2-[n+]2noc(=O)[nH]2)cc1	101	108	90	106	101	94	99	89	104
COCCn1cc(-c2nc(-c3cccnc3)cs2)c2cc(F)ccc21	80	101	103	100	nt	71	91	107	93
O=C(NNC(=O)c1nc2cc(F)ccc2n2cccc12)c1cnccn1	63	26	28	66	45	56	52	33	15
COc1ccc2nc(-c3c(-c4ccc(F)cc4)nc4ncccn34)[nH]c2c1	109	90	101	85	95	77	98	91	103
O=c1/c(=C\c2ccc(-c3ccccc3)o2)sc2nc(-c3ccccc3)nn12	95	102	96	115	105	98	99	89	106
Cc1ccc(-c2ccc(SCC(=O)Nc3ccc(S(N)(=O)=O)cc3)nn2)cc1	102	99	98	nt	101	95	98	86	120
O=c1oc2cc(OS(=O)(=O)c3ccc(C(F)(F)F)cc3)ccc2c2c1CCCCC2	85	77	63	96	86	61	89	71	84
O=C(Nc1cccc(Cn2c(=O)[nH]c3ccc(Oc4ncccn4)cc3c2=O)c1)Nc1c(Cl)cccc1Cl	113	98	93	102	87	98	109	75	106
O=C(c1ccc(O)cc1)[C@@H]1[C@@H]2CCCN2[C@]2(C(=O)N(C(=O)c3cccc(Br)c3)c3ccccc32)[C@H]1c1ccc(F)cc1	114	93	83	109	98	95	101	70	104
CC(=O)CC[C@H]1C(=O)N[C@@H](C(C)C)C(=O)N[C@@H](Cc2cc(O)cc(F)c2)C(=O)N2CCC[C@H](N2)C(=O)O[C@H](/C(C)=C/C=C/C(=O)OC(C)(C)C)C/C=C/C=C/[C@H](O)[C@H](C)[C@H]1O	63	63	57	-5.3*	69	44	36	56	13
Cc1c2oc3c(C)ccc(C(=O)OC(C)C4NC(=O)C(C(C)C)N(C)C(=O)CN(C)C(=O)C5CCCN5C(=O)C(C(C)C)NC4=O)c3nc-2c(C(=O)OC(C)C2NC(=O)C(C(C)C)N(C)C(=O)CN(C)C(=O)C3CCCN3C(=O)C(C(C)C)NC2=O)c(N)c1=O (stereo not drawn)	-7.8*	1.3*	3.2*	-78*	1.8*	-60*	-12*	-8.5*	5.5*

# Next part:
compound	TK-10	ACHN	CAKI-1	RXF 393	NCI-H322M	NCI-H522	786-0	UO-31	NCI-H460
C=CC1=NC(C)(C)CC(C)O1 (stereo not drawn)	106	101	114	nt	108	98	103	111	104
CC1=NCC(C)(C)S1	92	102	nt	109	105	87	96	96	104
CN1C(=O)N(C)C2NC(N/N=C/c3ccc(Br)cc3)=NC21 (stereo not drawn)	102	99	84	nt	91	100	102	88	104
COc1ccc(-c2cccc3cc4c(cc23)OCO4)cc1	114	92	87	nt	99	66	91	76	102
CCCN1CCN(CCCO)CC1C (stereo not drawn)	97	106	93	102	105	95	108	85	107
COC1OC(CO)C(OC(C)=O)C(OC(C)=O)C1OC(C)=O (stereo not drawn)	97	102	99	114	101	92	113	85	102
CC(O)CN1CNC(=S)NC1 (stereo not drawn)	103	102	98	109	93	93	99	87	109
Cc1ccc(S(=O)(=O)NCCCSCCSCCCN)cc1	104	100	99	114	114	95	105	93	107
Nc1cc2c([nH]c[n+]2CC#CCCl)c(SCC#CCCl)n1	-4.2*	-35*	6.4*	-91*	-67*	-91*	-87*	-77*	-7.4*
O=c1[nH]c2ccccc2cc1CSc1ccccc1Nc1nccc(-c2ccc3ccccc3c2)n1	107	79	75	89	102	89	94	65	84
O=C(Nc1ccccc1)Nc1cc(=O)[nH]c(SCC(=O)N2CCN(c3cc4c(cc3F)c(=O)c(C(=O)O)cn4C3CC3)CC2)n1	108	104	nt	93	101	83	99	74	104
Cc1ccc2nc(-c3ccc(-c4nnc(SCC(=O)Nc5ccccc5)o4)cc3)[nH]c2c1	153	99	102	nt	95	99	109	84	101
Nc1nc2c([N+](=O)[O-])cccc2s1	116	103	nt	108	101	88	100	81	nt
Cc1nc2ncccc2c(=O)n1-c1ccc(S(N)(=O)=O)cc1	86	101	97	96	109	85	101	89	108
C=CCOC(=O)c1ccc(Cl)cc1	101	107	101	111	117	100	103	98	106
CC(=O)c1cccc(NC(=O)c2ccc(C(=O)Nc3cccc(C(C)=O)c3)cc2)c1	119	104	95	114	nt	95	105	93	113
Nc1nc(-c2ccc(Cl)cc2)nn1-c1nc2ccccc2s1	nt	64	77	94	71	nt	60	73	41
CCCN1COC(OCC)C(C)(C)C1 (stereo not drawn)	92	108	96	nt	86	89	104	78	108
C=C(NC(C)=O)C(=O)O	94	100	104	nt	97	81	95	101	105
CCOC1c2ccccc2N(C)C(=S)N1c1ccccc1 (stereo not drawn)	143	93	86	116	94	102	101	73	113
COc1ccccc1NC(=S)/N=C/c1c(O)cc(C)oc1=O	107	97	93	108	92	94	91	81	103
CCCc1ccc(N)cc1	100	96	92	107	112	78	66	69	106
O=c1[nH]c(=S)[nH]c2c1CN(CCCN1CCN(CCCN3CNc4[nH]c(=S)[nH]c(=O)c4C3)CC1)CN2	119	100	101	135	113	103	111	101	114
COc1ccc(-c2cc(-c3ccccc3)nc(SCCCC(=O)O)n2)cc1	111	104	94	117	108	85	103	85	103
O=C(Nc1cccc(-n2ccc3c(NC(=O)c4ccccc4)nccc32)c1)Nc1ccc(Cl)c(Cl)c1	nt	70	72	44	104	53	80	92	34
C[N+](C)(C)CCCSC1=NCCN1	92	nt	nt	100	99	66	97	85	103
Cc1ccc(O)c(C(=O)c2c[nH]c(=O)c(-c3ccccc3)c2)c1	111	91	79	93	108	86	94	72	98
Cc1c(O)cccc1Cl	122	103	92	106	108	107	103	92	106
Clc1ccc(C2c3ccccc3-c3nccn32)c(Cl)c1 (stereo not drawn)	81	90	-12*	nt	88	nt	81	80	88
O=C1Nc2c(ccc(Cl)c2Cl)/C1=C/c1cc(Br)c(O)c(Br)c1	97	71	47	76	90	9.4*	75	60	46
CC(c1ccccc1)n1c(=O)c2cc3c(=O)n(C(C)c4ccccc4)c(=O)c3cc2c1=O (stereo not drawn)	91	100	103	115	101	95	99	92	105
O=c1[nH]nc(SC2CCCCC2)c(=O)[nH]1	95	113	95	129	97	81	nt	78	104
Cc1ccc(S(=O)(=O)NN=C(c2ccc(Cl)cc2)c2ccc(S(C)(=O)=O)cc2)cc1	108	96	85	96	95	93	103	79	101
CC(=O)Oc1ccc(/C(C)=N/NC(=O)C(C)SC(C)C(=O)N/N=C(\C)c2ccc(OC(C)=O)cc2)cc1 (stereo not drawn)	135	94	90	107	85	103	107	67	100
CCOC(=O)CCN1C(=O)CCC1C(=O)OCC (stereo not drawn)	99	104	101	105	94	83	105	77	107
FC(F)(F)c1cccc(-c2ccc(-c3nn4c(-c5ccccc5)nnc4s3)o2)c1	91	93	90	103	93	90	94	74	106
O=C(CSc1ccc(Cl)cc1)Nc1ccc(-c2nc3ccccc3s2)cc1	111	107	101	102	98	85	86	59	91
COc1cc(-c2nn(C(=O)NCCN3CCOCC3)cc2-c2ccncc2)ccc1Cl	100	100	108	132	nt	82	96	65	112
O=C(NCc1ccco1)Nc1cccc([N+](=O)[O-])c1	124	106	nt	167	126	87	94	87	103
O=S(=O)(O)c1cc(S(=O)(=O)O)c2cc(O)ccc2c1	103	98	112	121	119	nt	nt	nt	107
CCCCNCCOc1cccc(C)c1	85	nt	nt	117	79	66	97	82	108
COc1cccc(-c2nn(-c3ccccc3)cc2-c2ccnc(NCCN3CCOCC3)c2)c1	95	73	70	95	94	61	92	55	87
Cc1[nH]c2ccccc2c1CCNC(=O)c1ccc(-c2nn[nH]n2)cc1	95	100	94	100	98	89	99	83	102
CC(=O)OCC1(C)CCC(C)CO1 (stereo not drawn)	97	101	85	107	104	101	105	90	102
O=c1c2c(cc3c(O)[nH]c(=S)n13)-c1ccccc1N=2	108	95	79	115	96	96	105	66	101
C[C@@H]1C[C@H]2C(=O)O[C@@H](C)C(NC(=O)[C@H](Cc3cc(F)cc(F)c3)NC(=O)Nc3ccc(Cl)cc3F)C(=O)N3CCC[C@H]3C(=O)N3CCCC[C@H]3C(=O)N[C@@H](CO)C(=O)N2C1 (stereo partly drawn)	55	32	17	-10*	49	19	42	35	15
